Tat export inh: inhibitors of E. coli Tat protein transport; inhibition, % at 10 µM; E. coli MC4100 TorA-mCherry Tat export, fluorescence; 340,000 tested, 0.036% active;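 active means mean replicate inhibition at least 50% and at least half of replicates individually reaching 50%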;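 further: exported cargo escapes ClpAP degradation while cytoplasmic cargo is degraded and loses fluorescence; 0% = median of neutral control wells and 100% = median of NaSCN control wells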
CAL PDZ inh: inhibitors of human CAL PDZ peptide binding; 330,000 tested, 0.02% active; purified CAL PDZ, TMR-peptide fluorescence polarization, 1 h; inhibition, % at 20 µM; AID 504414; Q9HD26;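 active means highest replicate inhibition of at least 40%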;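 further: plate controls were DMSO neutral control wells for no effect and unlabeled competitor peptide control wells for full effect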
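System: tagged CAL PDZ domain. Schedule: 1 h room-temperature incubation prior to read. Signal: fluorescence polarization (mP). Measure: percent inhibition from loss of millipolarization.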
Rtt109 Vps75: blocks Candida albicans Rtt109/Vps75 acetyltransferase activity; purified Rtt109/Vps75, ThioGlo CoA-SH fluorescence, 4 h; inhibition, % at 34.9 µM; 330,000 tested, 0.16% active;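 active means inhibition of at least 50% in every replicate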
Target sequence (Q5AAJ8 whole entry, looked up): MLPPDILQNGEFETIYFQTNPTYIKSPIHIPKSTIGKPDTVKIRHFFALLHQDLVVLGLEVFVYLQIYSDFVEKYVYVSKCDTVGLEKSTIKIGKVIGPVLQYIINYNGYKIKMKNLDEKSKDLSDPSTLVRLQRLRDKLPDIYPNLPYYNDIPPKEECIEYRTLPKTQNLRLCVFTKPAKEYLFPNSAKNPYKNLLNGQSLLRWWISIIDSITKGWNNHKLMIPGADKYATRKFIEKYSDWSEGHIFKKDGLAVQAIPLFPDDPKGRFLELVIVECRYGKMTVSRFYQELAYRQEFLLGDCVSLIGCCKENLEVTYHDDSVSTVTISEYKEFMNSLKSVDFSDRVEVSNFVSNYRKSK
AddAB inh: less growth of phage-infected E. coli with AddAB; inhibition, % at 11.9 µM; E. coli expressing H. pylori AddAB, absorbance growth; 330,000 tested, 0.29% active; in the data active means inhibition above about 12%;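 further: 0% = vehicle wells of infected cells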
PvdQ acylase: blocks Pseudomonas aeruginosa PvdQ acylase activity; 340,000 tested, 0.063% active; inhibition, % at 10 µM; AID 488965; purified PvdQ acylase, fluorescence plate reader; in the data active means inhibition above about 30%, passing the limit was not always enough;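 further: 0% = vehicle neutral wells and 100% = reference inhibitor wells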
DAGLB inh: diacylglycerol lipase beta (human) inhibition; HEK293T DAGLB membrane lysate, EnzChek fluorogenic substrate; Q8NCG7; 340,000 tested, 0.059% active; AID 504411; inhibition, % at 5.17 µM; in the data active means inhibition above about 34%;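 further: 0% = enzyme with vehicle and 100% = wells lacking enzyme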
Target sequence (Q8NCG7 whole entry, looked up): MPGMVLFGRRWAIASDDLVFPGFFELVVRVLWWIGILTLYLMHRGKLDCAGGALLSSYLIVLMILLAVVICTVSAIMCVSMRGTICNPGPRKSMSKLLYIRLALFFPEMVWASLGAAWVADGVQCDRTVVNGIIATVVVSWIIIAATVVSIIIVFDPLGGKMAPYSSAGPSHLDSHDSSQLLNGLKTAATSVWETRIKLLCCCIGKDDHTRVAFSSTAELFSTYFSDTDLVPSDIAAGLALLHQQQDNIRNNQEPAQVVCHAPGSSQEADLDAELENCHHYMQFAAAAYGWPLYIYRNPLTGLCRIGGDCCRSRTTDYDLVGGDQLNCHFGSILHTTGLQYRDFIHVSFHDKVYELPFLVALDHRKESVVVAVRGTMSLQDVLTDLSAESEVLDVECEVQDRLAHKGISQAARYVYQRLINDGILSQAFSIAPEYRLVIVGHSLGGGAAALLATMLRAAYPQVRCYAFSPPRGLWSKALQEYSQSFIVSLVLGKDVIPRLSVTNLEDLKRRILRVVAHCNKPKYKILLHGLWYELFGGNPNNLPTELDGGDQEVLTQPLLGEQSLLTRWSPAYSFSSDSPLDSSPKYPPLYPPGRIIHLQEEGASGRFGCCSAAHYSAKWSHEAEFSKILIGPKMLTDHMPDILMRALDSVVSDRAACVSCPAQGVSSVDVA
E coli growth: counter-screen for AddAB inhibitors: E. coli growth inhibition; E. coli V3065 growth, OD600 absorbance, 18 h; inhibition, % at 11.9 µM; 330,000 tested, 0.27% active; AID 449728;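 active means inhibition above the campaign's mean inhibition across all tested compounds plus 3 SD, cut at about 9.9% in these data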;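 further: uninfected addAB+ strain grown without phage in ampicillin broth; 0% = DMSO wells and 100% = ciprofloxacin 0.95 µg/ml wells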
PfHsp90 set2: growth inhibition of yeast expressing Plasmodium Hsp90; S. cerevisiae expressing PfHsp90, BacTiter-Glo ATP, 48 h; yeast lacking PDR1 and PDR3 efflux regulators; inhibition, % at 9.4 µM; 310,000 tested, 0.32% active; AID 504621;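 active means every replicate shows inhibition above about 80%, whatever the replicate mean, limit read from the data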;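 further: 0% = DMSO neutral controls and 100% = 20 µM radicicol positive controls; yeast relying on Plasmodium falciparum Hsp90 in place of its own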
phage Ecoli inh: E. coli growth loss with phage present. growth absorbance. inhibition, % at 11.9 µM. 360,000 tested, 0.26% active; in the data active means inhibition above about 11%
Wnt act: activators of Wnt/beta-catenin signaling; Wnt/beta-catenin reporter cell assay, activator, plate reader; activation, % at 9.35 µM; 300,000 tested, 1.2% active; AID 743398; in the data active means activation above about 30%, passing the limit was not always enough;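 further: 0% = neutral control wells and 100% = positive control wells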
* marks the source's active call; other numbers are inactive results; · = not tested or not shown.

SMILES | Tat export inh | CAL PDZ inh | Rtt109 Vps75 | AddAB inh | PvdQ acylase | DAGLB inh | E coli growth | PfHsp90 set2 | phage Ecoli inh | Wnt act
Cc1ccc(CN2CCN(Cc3cnc(C)[nH]3)CC2CCO)cc1 (stereo not given) | 12.1 | -0.5 | -2.0 | 4.8 | -8.0 | -0.9 | -1.4 | 5.5 | -0.3 | 24.4
CCN1CCN(CC2CC3C=CC2C3)CC1 (stereo not given) | 1.4 | -0.2 | 5.6 | 4.2 | -12.7 | 1.9 | -1.0 | 1.8 | -3.0 | -0.8
CC1Cc2c([nH]c(=O)n(-c3ccccc3)c2=O)O1 (stereo not given) | 1.9 | -0.8 | -0.8 | · | -0.1 | 2.7 | · | 11.8 | 0.9 | -1.7
CCc1ccc(C(=O)C(C)OC(=O)Cn2[nH]c(=O)c3ccccc3c2=O)cc1 (stereo not given) | -1.7 | -0.7 | 6.6 | -0.3 | 4.5 | -4.0 | -0.5 | 0.4 | 2.9 | 1.2
COCCCn1c(Cc2csc(Nc3cccc(Cl)c3)n2)nnc1SCC(=O)OC1CCCCC1 | 0.2 | -0.1 | 1.9 | -0.9 | -12.5 | -0.6 | -0.7 | 0.8 | 0.0 | ·
O=C(Cn1cc([N+](=O)[O-])cn1)NCC1CCCO1 (stereo not given) | -2.4 | 0.2 | 1.5 | 2.7 | -12.0 | -1.5 | 0.0 | -13.5 | 2.4 | -1.5
CCOC(=O)C1=C(CC)Nc2ccccc2N=C1NC(=O)c1cc(C)on1 | -0.5 | -0.7 | 2.1 | 0.3 | -18.1 | 2.0 | -0.3 | 15.6 | 0.1 | 2.1
CCC(=O)NNC(=S)NC(=O)c1ccc(C)cc1 | -7.5 | -15.7 | 7.7 | -9.0 | 12.5 | -2.6 | -6.2 | 8.8 | -5.0 | 5.5
N#Cc1ccccc1S(=O)(=O)N1CCN(CC(O)CN2CCOCC2)CC1 (stereo not given) | -4.7 | 0.6 | -15.5 | -1.1 | -15.0 | 0.3 | -1.4 | -13.1 | -0.1 | -1.8
O=C(Nc1nc2ccccc2s1)Nc1ccc(F)cc1F | 3.8 | -0.9 | 2.5 | 2.8 | -3.1 | 1.6 | -0.6 | 10.0 | 2.6 | 37.9*
CC(C)Cc1cc(C(=O)Nc2c(F)cc(F)cc2Br)no1 | -11.0 | 0.4 | 3.3 | 1.5 | -7.0 | 0.0 | 0.1 | -2.0 | 4.3 | -3.1
CCC(C)N(NC(C)=O)c1nc(Cl)nc(NC(C)C)n1 (stereo not given) | 5.3 | -0.7 | 9.0 | 5.6 | -12.7 | -4.4 | -0.7 | -17.0 | 3.8 | -1.1
O=C(O)CNC(=O)CCn1nnc2ccccc2c1=O | 11.9 | -3.6 | 0.1 | 2.4 | -3.4 | 4.5 | -0.3 | 17.1 | 0.6 | -3.3
O=C(O)/C=C/c1cnc[nH]1 | -4.7 | 0.3 | 0.8 | 2.4 | -10.9 | 2.3 | -0.2 | -13.4 | 5.0 | -1.1
C=CCn1c(O)c2ccc(C(=O)N=NC(=O)COc3ccccc3F)cc2c1O | -2.3 | -1.6 | -16.6 | -1.9 | -3.6 | 1.7 | -1.4 | · | 2.4 | 0.8
O=c1cc(Cl)nc2ccccn12 | -8.9 | -0.2 | -2.5 | · | -17.4 | -0.9 | · | -14.3 | 1.2 | 1.6
C/C(=N\Nc1nc(C)cc(-c2ccccc2)n1)c1ccc(F)cc1 | -6.6 | 1.9 | 9.0 | 1.2 | 8.1 | -3.7 | 0.9 | -4.8 | 4.3 | 0.3
N#CCCC(CCC#N)C1=NCCc2ccccc21 | -0.9 | 0.7 | -6.1 | 1.4 | -7.9 | 3.9 | 0.4 | -0.5 | 1.2 | 3.5
COc1ccc(C(=O)OCC(=O)N2CCN(C(=O)c3ccco3)CC2)cc1OC | 4.9 | 0.8 | 9.4 | -1.5 | 1.5 | 0.4 | -1.8 | 21.0 | 3.0 | -1.5
O=S(=O)(NCc1ccccn1)c1cc(Cl)ccc1Cl | 3.4 | 0.5 | -3.5 | 1.3 | 1.9 | -3.4 | -1.1 | 2.3 | 3.6 | -1.9
CSc1nc(-c2ccccc2)ccc1C(N)=O | -8.6 | -2.7 | -2.5 | -0.6 | -16.0 | -1.3 | -0.6 | · | 4.2 | ·
Cc1c(C(=O)NCCSCc2ccc(Cl)cc2Cl)cccc1[N+](=O)[O-] | 11.1 | -0.8 | -2.1 | -0.5 | -14.4 | -3.9 | -1.1 | 15.9 | 1.9 | -2.2
Cc1ccc(NC(=O)CC2NCCN(Cc3ccccc3)C2=O)cc1 (stereo not given) | 3.9 | -0.3 | 7.4 | -0.6 | 4.0 | · | 3.2 | 4.7 | -0.6 | -0.9
CC1CC(=O)Nc2ccccc2N1S(=O)(=O)c1ccc(Cl)cc1 (stereo not given) | 3.0 | 0.0 | 4.3 | 0.6 | -14.5 | 1.1 | 1.7 | -4.9 | 2.2 | -1.6
COc1ccc(C(=O)COC(=O)c2cnc(C)cn2)cc1OC | -9.9 | 0.2 | 3.1 | -0.6 | 0.4 | -1.6 | 0.7 | 1.3 | 0.4 | -2.0
CC(C)c1ccc(/C=N/N2CCN(c3ccccn3)CC2)cc1 | -0.5 | -2.7 | -6.0 | -0.9 | -11.3 | -2.3 | 2.4 | -5.1 | 1.2 | 25.4
O=Nc1c(O)n(Cc2ccccc2)c2ccccc12 | 5.7 | 0.4 | 0.3 | 6.9 | -41.1 | -3.9 | 2.5 | -10.6 | 1.5 | -1.2
CN(C)CCCNC(=O)c1ccc(=O)[nH]n1 | -9.0 | -2.8 | 14.2 | 1.8 | -6.5 | 0.0 | 1.9 | -10.0 | 0.4 | -1.3
CCCCn1ccnc1C(=O)c1cccc(S(=O)(=O)N2c3ccccc3CC2C)c1 (stereo not given) | 5.7 | -0.5 | 4.2 | -0.9 | -14.2 | -15.6 | 0.0 | -37.8 | -0.7 | ·
CCOC(=O)N1CCC(Nc2nc(OC)nc(OC)n2)CC1 | -4.3 | -0.2 | -11.5 | 4.5 | -10.2 | -0.4 | -0.6 | -1.5 | 0.2 | ·
CCn1c(=O)c2c3c(sc2n2c(SCc4ccc(F)cc4)nnc12)CCCC3 | 6.3 | -0.3 | -4.1 | 1.2 | -4.9 | -0.7 | 0.8 | -3.6 | -3.8 | 0.9
COc1ccc(C)cc1NC(=O)C(OC(=O)CNC(=O)c1ccc(Oc2ccccc2)cc1)c1ccccc1 (stereo not given) | 4.3 | -1.8 | -1.6 | 3.7 | -5.6 | -3.3 | -3.0 | 34.3 | 1.5 | -4.6
CC(C)(C)C(=O)N1CCC(O)(CS(=O)(=O)Cc2ccccc2Cl)CC1 | -8.2 | -0.3 | 7.3 | 3.1 | 7.5 | 0.9 | -0.2 | · | 4.6 | ·
O=C(CCCSc1nc(-c2ccco2)cc(C(F)(F)F)n1)NCc1cccs1 | -2.7 | -1.1 | -4.0 | 2.2 | -8.6 | -5.1 | 0.0 | 0.5 | -1.8 | -3.1
COc1ccc(NC(C)c2cc(Cl)ccc2O)cc1 (stereo not given) | 5.3 | -1.0 | -4.8 | 1.4 | -8.9 | -6.1 | -2.2 | 14.6 | 2.7 | 0.1
Cc1cccc(-c2noc(CN(C(=O)/C=C/c3ccccc3Cl)C(C)C)n2)c1 | 2.7 | -1.5 | 5.3 | -0.2 | 10.5 | -16.3 | 3.5 | 2.4 | 4.5 | -3.4
C=CCOc1nc(N2CCCC2)nc(N2CCCC2)n1 | 5.9 | 0.4 | 6.4 | 6.3 | -14.6 | -3.3 | -0.2 | 63.3 | 2.2 | ·
COC(=O)c1ccc2c(=O)n(CCN3CCOCC3)c(SCC(=O)NCc3ccccc3)nc2c1 | 0.3 | -0.8 | -9.9 | 4.1 | -5.2 | -1.0 | -1.7 | · | 1.0 | -4.3
COC1CCN(C(=O)c2ccc3oc(C(C)C)nc3c2)CC1 | 2.4 | -0.3 | 2.2 | 2.5 | -8.7 | 0.7 | 0.4 | 28.1 | 2.5 | 2.2
C=CCN(CC=C)c1ccc(N2C(=O)C3CCCCC3C2=O)cc1[N+](=O)[O-] (stereo not given) | -2.2 | -1.6 | 0.5 | -1.0 | -15.2 | 1.4 | 0.6 | 0.4 | -0.9 | -0.8

An excerpt from above, limited to PfHsp90 set2 and CAL PDZ inh.
smiles | PfHsp90 set2 | CAL PDZ inh
COc1ccc(NC(C)c2cc(Cl)ccc2O)cc1 (stereo not given) | 14.6 | -1.0
COC1CCN(C(=O)c2ccc3oc(C(C)C)nc3c2)CC1 | 28.1 | -0.3
CCn1c(=O)c2c3c(sc2n2c(SCc4ccc(F)cc4)nnc12)CCCC3 | -3.6 | -0.3
O=C(CCCSc1nc(-c2ccco2)cc(C(F)(F)F)n1)NCc1cccs1 | 0.5 | -1.1

Next part
SMILES | Tat export inh | CAL PDZ inh | Rtt109 Vps75 | AddAB inh | PvdQ acylase | DAGLB inh | E coli growth | PfHsp90 set2 | phage Ecoli inh | Wnt act
O=C(NCC1(c2ccccc2)CCCC1)C1(c2ccccc2)CCCC1 | -0.8 | -1.0 | 0.6 | 1.4 | -11.3 | -16.2 | 1.6 | 8.0 | 1.2 | ·
Cc1ccccc1OCC(=O)NNC(=O)Cc1ccc(S(=O)(=O)N2CCOCC2)s1 | 7.4 | -2.2 | -5.4 | 2.0 | -5.6 | -0.7 | 1.3 | -10.5 | -1.0 | 1.3
CC(C)(C)c1ccc(C2CC2C(=O)N/N=C\c2ccc[nH]2)cc1 (stereo not given) | 12.0 | -0.9 | 8.6 | 0.5 | 5.5 | -0.3 | -0.6 | 9.6 | 4.3 | -8.9
Cc1cc(Cl)ccc1NC(=O)CCN1C(=O)C2CCCCC2C1=O (stereo not given) | -1.6 | -1.4 | -3.5 | 3.1 | -16.7 | -0.6 | -2.8 | -13.2 | -1.7 | -2.9
CCCCn1c(N)c(N(CCOC)C(=O)c2cc3c(s2)CCC(C)C3)c(=O)[nH]c1=O (stereo not given) | 7.0 | -2.5 | -4.9 | -1.4 | -11.5 | 3.1 | -2.1 | 0.2 | -1.7 | -0.4
CN1CCN(c2ccc(NC(=O)COc3ccccc3[N+](=O)[O-])cc2)CC1 | -4.1 | -2.1 | 5.3 | -0.4 | -1.1 | -2.3 | 1.9 | -13.4 | 4.3 | -2.5
CCN(CCCNC(=O)CC(C(=O)N1CCc2ccccc21)n1ccnc1)c1cccc(C)c1 (stereo not given) | 6.0 | · | -1.2 | 1.6 | -10.4 | 5.7 | 0.1 | 6.9 | 3.8 | ·
Nc1ncc(CCN2CCOCC2)c(-c2ccc(F)cc2)n1 | 18.8 | -2.1 | -1.1 | 0.5 | -4.2 | 2.9 | 1.3 | · | 0.9 | -1.1
Cc1ccc(Cn2nnc3c(=O)[nH]c(C4CCN(S(=O)(=O)c5ccc(S(=O)(=O)NC6CC6)cc5)CC4)nc32)cc1 | 19.8 | -2.6 | -5.5 | 4.4 | -5.4 | 0.9 | 0.4 | 2.7 | 0.4 | 4.9

Source: PubChem BioAssay (several laboratories)

No enrichment for hits (roughly 1.9% active in at least one column).
